# NR1D1 modulator: Rev-erb alpha (human) modulation; Rev-erbα–FITC-DNA binding, fluorescence polarization, 90 min; activity, % at 10 µM; 0.79% of 370,000 active; AID 1259318;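 active = activity above about 14%, limit read from the data; passing the limit was not always enough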;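 also: 0% = DMSO wells with 35 nM protein and 100% = DMSO wells with 750 nM protein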
# Target sequence (P20393 whole entry, looked up): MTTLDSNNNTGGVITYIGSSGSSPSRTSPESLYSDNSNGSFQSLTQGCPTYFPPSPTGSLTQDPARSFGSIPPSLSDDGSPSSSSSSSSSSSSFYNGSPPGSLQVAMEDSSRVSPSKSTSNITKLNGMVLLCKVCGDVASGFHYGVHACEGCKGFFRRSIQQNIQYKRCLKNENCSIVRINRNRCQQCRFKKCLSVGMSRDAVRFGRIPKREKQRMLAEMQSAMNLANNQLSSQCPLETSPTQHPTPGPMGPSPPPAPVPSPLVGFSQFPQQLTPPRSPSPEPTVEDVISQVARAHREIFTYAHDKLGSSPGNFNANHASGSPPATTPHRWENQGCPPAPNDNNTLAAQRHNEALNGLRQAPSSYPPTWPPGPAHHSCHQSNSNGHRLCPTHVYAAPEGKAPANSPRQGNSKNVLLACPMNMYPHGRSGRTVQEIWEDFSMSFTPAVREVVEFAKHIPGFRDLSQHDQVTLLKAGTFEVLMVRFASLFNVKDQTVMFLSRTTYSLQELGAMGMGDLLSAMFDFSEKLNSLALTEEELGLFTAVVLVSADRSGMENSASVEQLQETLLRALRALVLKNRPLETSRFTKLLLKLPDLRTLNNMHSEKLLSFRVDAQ
# rCAG RNA binder: binds r(CAG) RNA repeats; r(CAG) RNA repeat, TO-PRO-1 dye displacement fluorescence; inhibition, % at 3 µM; 1.3% of 370,000 active; AID 651821;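 active = inhibition above the plate cutoff, the mean of all test compounds on that plate plus 3 SD, cut at about 35% in these data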;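 also: 0% = DMSO alone and 100% = 100 µM mitoxantrone as full dye displacement; higher means more dye released from RNA so lower well fluorescence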
# TCR-CD3 inh: inhibitors of human TCR-CD3 interaction; inhibition, % at 9.4 µM; 0.37% of 360,000 active; TAMRA-labeled TCR probe fluorescence, biochemical; in the data active = inhibition above about 19%;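 also: recombinant mutant TCR 2C K166C tagged with TAMRA read by polarization; 0% = receptor in buffer alone and 100% = receptor with positive control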
# mABHD4 FP: inhibits mouse alpha/beta hydrolase domain 4; Q8VD66; purified mABHD4, FP-Rh probe fluorescence polarization; inhibition, % at 8.92 µM; 0.54% of 370,000 active;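 active = inhibition exceeding the mean over every tested compound plus 3 SD, cut at about 30% in these data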;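 also: 0% = plate median of compound wells and 100% = S159A mutant with DMSO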
# Target sequence (Q8VD66 whole entry, looked up, the tested form may be a part): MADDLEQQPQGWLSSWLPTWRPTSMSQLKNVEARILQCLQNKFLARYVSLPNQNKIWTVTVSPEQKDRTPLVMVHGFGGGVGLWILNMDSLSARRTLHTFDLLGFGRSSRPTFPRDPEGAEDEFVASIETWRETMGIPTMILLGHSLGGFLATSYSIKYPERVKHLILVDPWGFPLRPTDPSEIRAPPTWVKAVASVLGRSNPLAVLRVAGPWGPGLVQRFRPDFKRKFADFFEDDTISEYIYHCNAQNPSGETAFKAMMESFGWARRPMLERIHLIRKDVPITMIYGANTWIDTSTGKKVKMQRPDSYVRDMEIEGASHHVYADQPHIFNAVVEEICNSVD
#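 assay system = mABHD4 protein | compound dosing = single nominal dose of 8.92 µM, 0.89% DMSO final | read-out basis = percent inhibition of probe binding, normalized to plate controls | schedule = Enzyme–compound pre-incubation 45 min, then probe 60 min, both 25 °C | detection = fluorescence polarization, excitation 525 nm, emission 598 nm, BODIPY TMR filters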
# SIAE primary: blocks human sialic acid acetylesterase; Q9HAT2; SIAE FP-Rh probe binding, fluorescence polarization; inhibition, % at 9.66 µM; 0.69% of 370,000 active; AID 1053197;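 active = inhibition above a cutoff: mean of compounds within the control limits plus 3 SD of those, cut at about 17% in these data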;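 also: 0% = plate median of compound wells and 100% = probe without SIAE protein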
# PRMT1 inh: blocks human protein arginine methyltransferase 1 | inhibition, % at 2.79 µM | Q99873 | 1.3% of 370,000 active | recombinant PRMT1, activity-based probe fluorescence polarization;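 active = inhibition above about 21% made by adding two undisclosed values, limit read from the data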
# HTRA1 inhibitor: blocks human HTRA1 serine peptidase; 0.5% of 340,000 active; Q92743; AID 504803; recombinant HTRA1, FP-rhodamine activity-based probe, fluorescence polarization; inhibition, % at 5.96 µM; in the data active = inhibition above about 36%;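 also: 0% = enzyme with DMSO and 100% = wells lacking enzyme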
# LEDGF integ inh: blocks HIV-1 LEDGF/p75-dependent DNA integration | TR-FRET IN-LEDGF/p75 DNA integration, Eu/Cy5 | inhibition, % at 3.7 µM | 0.64% of 370,000 active;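 active = inhibition above the screen-wide mean plus 3 SD, cut at about 13% in these data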;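 also: signal is the Cy5 over europium emission ratio at 671 and 618 nm; 0% = plate median of compound wells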
# PG9 Ab binder: PG9 antibody binding by small molecule; TR-FRET gp120-PG9 antibody binding; inhibition, % at 6.7 µM; 0.43% of 360,000 active; AID 624416; in the data active = inhibition above about 8.5%
# TDP2 absorb: blocks human TDP2 phosphodiesterase activity | O95551 | recombinant TDP2, T5PNP hydrolysis, p-nitrophenol absorbance 415 nm | inhibition, % at 12.8 µM | 0.34% of 370,000 active | AID 720702;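 active = inhibition above the mean of all tested compounds plus 3 SD, set per campaign, cut at about 25% in these data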;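 also: 0% = DMSO with enzyme and 100% = buffer with substrate but no TDP2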
#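 System – recombinant human TDP2 · Quantity – TDP2 enzyme at 120 nM final · Doses – single concentration, 12.8 µM nominal, with 1% DMSO · Incubation – 2 h at 37 °C · Measured by – epi absorbance of p-nitrophenol freed from T5PNP by hydrolysis · Read-out – % inhibition relative to enzyme-containing and enzyme-free wells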
# * = called active by the depositor; · = not tested or not shown; & = joins results of further samples.
SMILES	NR1D1 modulator	rCAG RNA binder	TCR-CD3 inh	mABHD4 FP	SIAE primary	PRMT1 inh	HTRA1 inhibitor	LEDGF integ inh	PG9 Ab binder	TDP2 absorb
CC(=O)c1ccc(OCCCC(=O)NCCc2ccc(C(F)(F)F)cc2)cc1	4	-6	-4	-2	0	-2	-6	3	-2.2	-2
Cc1ccc(-c2nnc(NC(=O)C3=COCCO3)o2)c(C)c1	2	2	-9	16	2	3	2	-2	-1.3	4
O=C(OCC(=O)N1CCc2ccccc21)c1cncc(Br)c1	-3	5	0	-1	-4	-1	-3	0	1.5	6
O=C(COC(=O)C1COc2ccccc2O1)Nc1cccc(F)c1 (stereo not given)	-5	1	-1	4	11	0	-1	1	-0.4	14
CCOc1ccc(N(CC(=O)NN=C2CCN(C)CC2)S(C)(=O)=O)cc1	0	1	10	5	-5	-2	5	5	-1.2	-10
CO/N=C/C(=N\Nc1ccc(OC)cc1)C(=O)c1ccc(F)cc1	2	3	-3	4	2	-1	5	-2	0.1	0
CCNC(=O)OC[C@H]1O[C@H](C#Cc2ccc(C(C)(C)C)cc2)C=C[C@H]1O	9	2	0	-2	-6	4	·	2	0.5	6
Cc1nc2ccc(NC(=O)c3ccc(S(=O)(=O)N(C)C)cc3)cc2s1	1	2	4	-2	-8	0	-4	1	-0.6	7
COc1cc(CNc2ncnc3c2ncn3[C@H]2CN(Cc3ccc(C(=O)O)cc3)C[C@@H](CO)O2)cc(OC)c1OC	1	6	7	-12	2	0	·	-1	0.6	3
Cc1ccc(Cn2c(C)c(C(=O)NCc3cccc(C(F)(F)F)c3)sc2=O)cc1	3	-1	10	-1	-14	2	·	0	-0.8	3
COC(=O)CCC(=O)N(CCN(Cc1ccccc1)C(=O)CCC(=O)OC)Cc1ccccc1	6	-7	-5	-4	-3	7	8	2	0.9	-7
CCOC(=O)CC1c2nc3ccccc3cc2CN1C(=O)OCC (stereo not given)	-5	-1	5	-1	-2	2	3	-3	-0.8	1
COC(=O)c1ccc(OC(=O)C2CC(=O)N(c3cccc(C)c3)C2)cc1 (stereo not given)	2	4	9	-11	3	1	6	-1	-1.9	5
CC1CN(c2oc(-c3ccco3)nc2S(=O)(=O)c2ccccc2)CC(C)O1 (stereo not given)	5	0	3	5	-2	3	-3	-1	0.1	9
COc1ccc(NC(=O)CSc2n[nH]c(CNc3cccc(C)c3)n2)cc1	3	5	3	1	4	-7	-1	1	1.7	8
Cn1c(=O)c2c(ncn2CC(=O)N2CCN(c3ccccc3F)CC2)n(C)c1=O	0	0	7	4	5	-3	8	4	-1.1	-15
CCCc1cc(=O)oc2c3c(cc(OCC(=O)N4CCC(C(=O)O)CC4)c12)OC(C)(C)CC3	-5	11	-14	-6	0	0	·	0	1.3	3
O=C(O)c1cn(Cc2ccccc2Cl)c2ccc(S(=O)(=O)N3CCOCC3)cc2c1=O	1	3	6	6	5	0	0	1	-0.2	5
O=C(Cn1cc(C(F)(F)F)cc(Cl)c1=O)Nc1cccc(Cl)c1	10	2	6	-1	9	-2	-5	-1	-0.1	5
COC(=O)Cc1c([C@H](C)[C@@H](OC)c2ccccc2Br)nnn1Cc1ccccc1	-8	2	4	-1	3	0	·	-4	-1.5	1
CCOc1ccccc1N1CCN(C(=O)c2cccc(S(=O)(=O)N3CCOCC3)c2)CC1	1	3	0	-5	8	3	5	3	3.6	0
COC(=O)c1cc(C(=O)OC)n(Cc2ccc(C)cc2)c1C	6	3	-4	-6	4	3	0	8	0.0	-19
COc1cccc(CN2CCN(Cc3ccon3)CC2CCO)c1 (stereo not given)	-4	1	-4	0	0	2	2	3	-0.2	9
CC(Cl)C(=O)NNc1cccc(Cl)n1 (stereo not given)	2	3	-5	-5	8	0	7	9	-1.4	-2
Cc1ccc(NC(=O)/C=C/C(=O)O)c([N+](=O)[O-])c1	-2	1	-1	6	-2	4	10	4	-2.4	3
COC(=O)[C@]12CCCCC=C1N(Cc1ccco1)C(=O)[C@H](CC(=O)NCc1ccc(C)o1)C2	4	12	-5	10	4	16	·	0	1.0	1
Cc1n[nH]c(C)c1Cc1ccc(C(=O)O)cc1	7	1	6	-1	0	0	6	4	2.8	-11
CC(=O)Nc1ccc(S(=O)(=O)NC2CC(=O)N(c3ccc(C)c(C)c3)C2)cc1 (stereo not given)	-9	1	3	-6	2	-2	4	0	-2.1	-22
COc1ccc(C(=O)O/N=C(\N)c2ccccn2)cc1[N+](=O)[O-]	-1	-3	-4	1	-5	4	-3	-4	-0.1	1
CN(CCOC(=O)c1cccc(Br)c1)C(C)(C)C	-1	-2	7	-2	0	-1	2	-2	-0.3	-7
CN(C(=O)COC(=O)c1cccs1)c1c(N)n(Cc2ccccc2)c(=O)[nH]c1=O	-2	-5	-2	3	2	-1	5	2	1.6	3
Cc1ccc(S(=O)(=O)NC2c3cccc4cccc(c34)C2Sc2nc(C)cc(C)n2)cc1 (stereo not given)	12	7	-5	-25	-21	3	-56	0	0.3	-6
Cc1ccc(NC(=O)CCC(=O)O)cc1F	-4	-3	3	2	-5	-3	7	-1	0.8	7
CC(NCC(=O)Nc1ccccc1C(=O)NC1CC1)c1ccc(F)cc1F (stereo not given)	4	2	-4	4	-3	2	9	-2	0.5	1
Cc1ccc(Cn2nc(C)c(NC(=O)C3CC3)c2C)cc1	1	3	0	2	8	4	2	3	-0.8	-7
CCOC(=O)C1CCCN(C(=S)Nc2cccc(Cl)c2C)C1 (stereo not given)	-3	-2	-7	11	2	-2	-2	1	0.5	-2
CN(C)CCOC(=O)c1cccc(Br)c1	-4	-6	1	-4	6	-5	7	0	-0.6	13
CCCOc1ccc(N2CC(C(=O)NC(C)C)CC2=O)cc1 (stereo not given)	0	-1	-4	1	-4	1	-1	-4	0.6	10
O=[N+]([O-])c1ccc(N2CCOCC2)c([N+](=O)[O-])c1	-7	1	1	-2	1	3	3	0	0.1	-11
Cc1nc2nc(SCc3ccccc3)[nH]n2c(=O)c1CCC(C)C	1	13	-2	-23	0	4	-15	2	0.1	-3
NC(=O)c1ccc(NC(=O)CSc2nc3ccccc3c(=O)n2CCCN2CCOCC2)cc1	0	3	-1	4	-1	-1	6	-3	0.3	-5
O=C(Nc1cc2nn(-c3ccccc3)nc2cc1Cl)c1ccco1	15	2	5	4	-25	-2	-50	-1	-2.4	6
c1cncc(-c2cnc3ccccc3c2)c1	-1	0	3	-7	1	-1	-3	-2	-0.1	-4
NC1=NC(=O)C(CC(=O)c2ccc(Cl)cc2)S1 (stereo not given)	-2	4	-1	-4	-6	2	5	0	-0.2	5
O=C1CN(C(=S)NC(=O)c2ccccc2[N+](=O)[O-])CCN1	-5	-4	0	5	7	4	-1	4	-1.8	1
NC(=O)c1cc2ccccc2o/c1=N/NC(=O)c1cccc(F)c1	1	0	-2	-5	0	4	4	-2	-0.8	-8
O=C(OC(C(=O)NC1CCCC1)c1ccccn1)c1cccs1 (stereo not given)	-2	-4	0	0	10	2	6	-2	-0.6	6
Clc1cccc(-c2cccc3nccn23)c1Cl	8	5	-1	0	-1	3	·	-4	-2.0	8
NC(=O)C1CCN(c2nc(-c3ccc4ccccc4c3)cs2)CC1	-5	4	4	-4	4	0	7	2	-1.1	-1
S=c1[nH]nc(Nc2cccc3ccccc23)s1	0	3	5	5	-14	55*	·	0	-3.5	-12
O=C(C(c1ccccc1)C(O)(c1ccccc1)c1ccccc1)N1CCOCC1 (stereo not given)	-3	-1	-2	-5	1	1	-10	-4	-0.7	8
O=C(NCCc1ccco1)C(=O)NCC1OCCCN1S(=O)(=O)c1ccc(Cl)cc1 (stereo not given)	1	-1	2	3	-4	-1	3	2	0.1	-3
CCOC(=O)Cc1csc(NC(=O)c2ccc(S(=O)(=O)N(CCOC)CCOC)cc2)n1	-2	-2	-5	-6	-1	0	-2	-2	-0.9	11
COc1ccc([N+](=O)[O-])cc1NC(=O)C(C)OC(=O)CSC(C)C(=O)Nc1cc(C)on1 (stereo not given)	10	2	1	-7	-13	-3	1	4	1.2	-7
OCCN1CCN(CCCN2c3ccccc3Sc3ccc(C(F)(F)F)cc32)CC1	-7&-8	-1	3	27	6	0	7	-3	-4.6	-7
CCOc1ccccc1N1CCN(c2nc3ccccc3nc2C(C#N)C(=O)OC)CC1 (stereo not given)	-4	0	5	8	-2	2	-3	-1	-1.4	13

# Carrying on:
SMILES	NR1D1 modulator	rCAG RNA binder	TCR-CD3 inh	mABHD4 FP	SIAE primary	PRMT1 inh	HTRA1 inhibitor	LEDGF integ inh	PG9 Ab binder	TDP2 absorb
COc1cccc2c(=O)c3ccoc3n(C)c12	10	2	-7	2	-10	-1	5	-2	0.1	-2
CN(C)c1ccc(NC(=O)CSc2nc3ccccc3c(=O)n2CC2CCCO2)cc1 (stereo not given)	1	5	0	-1	2	6	3	1	-3.6	5
N/C(=N\OC(=O)CCc1ccccc1)c1ccc(Br)cc1	-5	-1	3	4	-3	-2	-7	-2	-2.5	-7
O=C(NCc1ccco1)c1ccc(N2CCCC2=O)cc1	7	4	-1	-6	0	-1	0	0	0.7	-11
Cn1c(=O)c2c(nc(SCCN3CCOCC3)n2Cc2ccccc2)n(C)c1=O	-3	-5	-1	1	0	2	-3	-5	-2.6	-6
CCOc1cc2c(C#N)c(N3CCCC3)nc(N)c2c(N)n1	-3	5	4	-1	3	-1	6	1	0.6	-2
Cc1c(NC(=O)N(C)c2ccccc2)c(=O)n(-c2ccccc2)n1C	1	1	-12	-6	6	-1	2	7	0.2	-12
O=C(CN1CCN(C(=O)C2CCN(C(=O)/C=C/c3ccccc3)CC2)CC1)Nc1ccccc1Cl	0	-5	3	3	-3	2	5	0	-1.5	5

# Sorted by the number under SIAE primary (highest first): three from the list above.
Compound | NR1D1 modulator | TCR-CD3 inh | SIAE primary | PRMT1 inh | HTRA1 inhibitor | LEDGF integ inh | PG9 Ab binder | TDP2 absorb
O=C(NCc1ccco1)c1ccc(N2CCCC2=O)cc1 | 7 | -1 | 0 | -1 | 0 | 0 | 0.7 | -11
O=C(CN1CCN(C(=O)C2CCN(C(=O)/C=C/c3ccccc3)CC2)CC1)Nc1ccccc1Cl | 0 | 3 | -3 | 2 | 5 | 0 | -1.5 | 5
COc1cccc2c(=O)c3ccoc3n(C)c12 | 10 | -7 | -10 | -1 | 5 | -2 | 0.1 | -2

# Next compounds.
SMILES	NR1D1 modulator	rCAG RNA binder	TCR-CD3 inh	mABHD4 FP	SIAE primary	PRMT1 inh	HTRA1 inhibitor	LEDGF integ inh	PG9 Ab binder	TDP2 absorb
CN(CC(=O)Nc1cccc(F)c1)C(=O)CN1C(=O)NC2(CCCCC2)C1=O	2	0	-10	-5	1	4	0	-7	0.3	-6
CC(C)Cn1c(N)c(C(=O)COC(=O)/C=C/c2cccs2)c(=O)n(C)c1=O	-1	-2	1	-8	1	-4	-13	1	-0.3	13
COc1ccc(N(C)S(=O)(=O)c2cccc3cccnc23)c(OC)c1	-4	-4	4	-8	4	0	3	-5	0.5	-6
O=C(NCCCN1CCCC1=O)NC1CCCCC1	4	4	-7	-8	-7	-3	0	-2	-1.7	-17

# High-throughput results: PubChem BioAssay, several laboratories

# An excerpt; the hit share may differ from the screen's.
